Source: PubChem
GBA activity up: increases beta-glucosidase activity in Gaucher fibroblasts; activation, % at 10 µM; actives 0.44% (n = 30,000); P04062; L444P Gaucher fibroblasts, 4-MU-glucoside fluorescence, 3 days; in the data active = activation above about 65%;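 also: 0% = vehicle wells and 100% = positive control wells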
Target sequence (P04062 whole entry L483P): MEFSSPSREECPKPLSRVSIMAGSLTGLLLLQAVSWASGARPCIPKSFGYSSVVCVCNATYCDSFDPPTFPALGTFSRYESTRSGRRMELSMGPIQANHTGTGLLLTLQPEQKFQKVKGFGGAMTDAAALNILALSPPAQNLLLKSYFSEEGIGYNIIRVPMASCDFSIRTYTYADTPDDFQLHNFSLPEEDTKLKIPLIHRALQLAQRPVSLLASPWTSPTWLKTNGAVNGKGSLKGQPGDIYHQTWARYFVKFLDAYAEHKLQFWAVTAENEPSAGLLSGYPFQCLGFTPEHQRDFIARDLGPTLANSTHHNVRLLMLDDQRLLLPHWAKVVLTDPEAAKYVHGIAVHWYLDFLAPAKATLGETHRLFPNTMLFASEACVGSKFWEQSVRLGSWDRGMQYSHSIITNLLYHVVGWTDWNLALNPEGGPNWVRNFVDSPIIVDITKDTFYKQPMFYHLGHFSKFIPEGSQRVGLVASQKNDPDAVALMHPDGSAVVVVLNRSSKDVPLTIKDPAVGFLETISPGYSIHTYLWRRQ
An asterisk follows results filed as active. Not all compounds are listed; count on the stated rates, not on these rows.

SMILES | GBA activity up
O=C(c1ccc(Nc2cccc(C(F)(F)F)c2)nc1)N1CCCC1 | 29.5
C=CCSc1nnc(NC(=O)c2cccc(S(=O)(=O)N3CCOCC3)c2)s1 | -23.6
CCC(C(=O)N1CCN(S(C)(=O)=O)CC1)c1ccccc1 (stereo not given) | -11.8
COc1ccc2c(c1)c(C(=O)CNc1nc(C)cs1)c(C)n2C | -6.0
CCc1nnc(NC(=O)CCC(=O)NC2CCCCC2)s1 | -1.3
CCCCCC(=O)Nc1ccc(N2CCN(S(C)(=O)=O)CC2)cc1 | 7.6
COc1ccc(N2CC(C)Cn3c2nc2c3c(=O)n(CCN3CCOCC3)c(=O)n2C)cc1 (stereo not given) | -26.3
O=S(=O)(NCc1csc(-c2cccnc2)n1)c1ccc2c(c1)OCCO2 | 109.3*
CCN(CC)c1ccc(NC(=O)C(C)C)cc1 | -17.3
CCC(C)NC(=O)c1c(N)n(/N=C/c2cccnc2)c2nc3ccccc3nc12 (stereo not given) | -57.1

Next section; the last two above are carried over.
SMILES | GBA activity up
CCN(CC)c1ccc(NC(=O)C(C)C)cc1 | -17.3
CCC(C)NC(=O)c1c(N)n(/N=C/c2cccnc2)c2nc3ccccc3nc12 (stereo not given) | -57.1
CC(C)n1c(C(O)c2ccccc2)nc2ccccc21 (stereo not given) | -22.6
O=C(CSc1nnc(Cc2ccccc2)o1)N1CCOCC1 | -4.3
Cn1c(SCC(=O)NC2CCCC2)nnc1-c1ccc(S(=O)(=O)N2CCOCC2)cc1 | -18.4
CCn1ccc(C(=O)Nc2ccc(N(C)C(C)=O)cc2)n1 | -13.8
O=C(CN(Cc1cccs1)C(=O)CNS(=O)(=O)c1ccccc1)NCc1ccco1 | -15.4
Cc1nnc(SCc2nnc(-c3ccccc3)o2)n(N)c1=O | 6.2
CCC(=O)N1CCc2cc(S(=O)(=O)N(CC)c3cccc(C)c3)ccc21 | -47.7
CCSc1nc2c(c(=O)[nH]1)C(c1ccccn1)C1=C(CC(C)(C)CC1=O)N2 (stereo not given) | -46.8
CC1CCCCN1CCNC(=O)Cn1nc(-c2ccccc2)ccc1=O (stereo not given) | -2.0
Cc1nonc1NC(=O)OCCN1CCOC1=O | 88.4*
Cc1ccc(-c2nc3s/c(=C\c4ccco4)c(=O)n3n2)cc1 | 4.4
COc1ccc(C2=NOC(C(=O)NCCCN3CCOCC3)C2)cc1 (stereo not given) | 36.8
COc1ccc(OC)c(NC(=O)CN2C(=O)C3(OCCCO3)c3ccccc32)c1 | 26.3
O=c1[nH]c(SCC2CCCCO2)nc2ccccc12 (stereo not given) | -17.4
Cc1ccnc(NC(=O)c2c(O)c3ccccc3n(C)c2=O)c1 | 8.0
CCC(NC(=O)NCc1cccnc1)(C(F)(F)F)C(F)(F)F | -15.2
CC(=O)c1c(C(C)=O)c(C)n(-c2nc(-c3ccccc3)c(C)s2)c1C | -2.1
COP(C)(=O)c1c(C)nn(-c2ccccc2)c1C (stereo not given) | -5.8
O=C(CNC(=O)c1ccco1)OCc1ccc(Cl)cc1 | -6.4
COCCn1c(CN2CCN(c3ccccc3F)CC2)nc2c1c(=O)n(C)c(=O)n2C | -3.9
CC(NC(=O)CC1Nc2ccccc2NC1=O)c1ccccc1 (stereo not given) | -41.8
CC(C)OC(=O)CSc1nnnn1-c1ccc2c(c1)OCCO2 | -24.5
O=C(CCNS(=O)(=O)c1cccs1)N1CCCCCC1 | 11.5
COc1ccc(N2CCN(C(=O)CN=C3NS(=O)(=O)C(c4ccc(C)cc4)=C3C)CC2)cc1 | 11.0
CC(=O)Nc1ccccc1C(=O)N1CC2(C)CC1CC(C)(C)C2 (stereo not given) | -8.9
O=C(O)c1cc(S(=O)(=O)N2CCCCC2)ccc1F | -3.3
CCOC(=O)C1=C(CC)Nc2ccccc2N=C1NC(=O)c1cccc(S(=O)(=O)N2CCCC2)c1 | 20.3
CC(=O)c1cccc(NC(=O)NCc2cccs2)c1 | -20.1
c1ccc(-c2oc3ncnc(N4CCOCC4)c3c2-c2ccccc2)cc1 | -12.4
COCCOC(=O)C1=C(C)N=C2SCCC(=O)N2C1/C=C/c1ccccc1 (stereo not given) | 31.4
COc1ccccc1-n1c(SCC(N)=O)nnc1-c1ccc(S(=O)(=O)N2CCCCC2)cc1 | -42.8
CN(C)CCCN1C(=O)C(=O)/C(=C(/O)c2ccncc2)C1c1cccnc1 (stereo not given) | 3.4
O=C(c1cc(-c2ccco2)on1)N1CCc2ccccc2C1 | 22.9
O=c1c2c(nc3n1CCCCC3)sc1c(O)cccc12 | -32.2
CCOc1ccc(NC(=O)CCN2CCN(c3ccccc3OC)CC2)cc1 | -32.8
Cc1cc(CC(C)C)n(-c2nc3ccccc3c(=O)n2OCC(=O)N(C)C)n1 | -36.6
CCN(CC)CCCNC(=O)c1cc(-c2ccc(Cl)cc2)on1 | -22.2
CCOC(=O)N1CCN(S(=O)(=O)c2cccc3nonc23)CC1 | -10.8
CC(=O)Nc1ccc(-c2cn3cccnc3n2)cc1 | -17.0
CC(=O)c1c(N)c(C#N)c(C)n1-c1ccc(Br)cc1 | -40.6
COc1ccc(CCn2nnnc2C(c2ccc(Cl)cc2)N2CCN(C)CC2)cc1OC (stereo not given) | -32.0
CC(C)C(O)P(=O)(OCc1ccccc1)c1ccc(N(C)C)cc1 (stereo not given) | -3.0
Cc1nc2ncnn2c(C)c1CCC(=O)NC(C)c1ccc2c(c1)OCCO2 (stereo not given) | -42.7
CCOC(=O)CSC1=C(C#N)C(c2sccc2C)CC(=O)N1 (stereo not given) | 14.0
O=C(Nc1cccc2c1CCCC2)c1ccc(Br)o1 | -4.7
COc1ccccc1NC(=O)CSc1nc(N)cc(N)n1 | -21.9
CC(C)COc1ccc(C(=O)OC2CC(C)(C)OCC2CN(C)C)cc1 (stereo not given) | -40.1
COCCn1nnnc1CN1CCC(NC(=O)Nc2cccc(OC)c2)CC1 | 2.4
Cc1c(NC(=O)CCC2CCCCC2)c(=O)n(-c2ccccc2)n1C | -17.6
Cc1cccc(C)c1OCC(=O)NCc1nnc(SCC(=O)NC2CCCCC2C)n1C (stereo not given) | -17.3

More compounds
SMILES | GBA activity up
COc1ccc(CCNC(=O)c2ccc(CNc3c(N4CCOCC4)c(=O)c3=O)cc2)cc1OC | -9.8
Cc1ccccc1NS(=O)(=O)c1ccc(OCC(=O)N2CCCC2)cc1 | -20.9
C=CCSc1nnc2c(n1)OC(c1cccnc1)Nc1ccccc1-2 (stereo not given) | -8.8
CC(NC(=O)C(C)(C)C)c1nc2ccccc2n1C (stereo not given) | -17.1
CN1CCN(CCCNC(=O)CCCOc2cc(=O)n(C)c3ccccc23)CC1 | -17.4
CN(C)S(=O)(=O)Nc1ccc(C(=O)O)cc1 | -17.2
O=C(CSc1nnc(-c2cccs2)n1-c1ccccc1)NCc1ccc2c(c1)OCO2 | -4.0
CCOc1ccc(Cl)cc1S(=O)(=O)N1CCN(c2ccc(F)cc2)CC1 | -17.0
Cc1noc(C)c1C(=O)Nc1ccccc1-c1ccccc1 | -26.1
Cc1ccc2c(c1)CCCN2C(=O)c1ccncc1 | -3.6

Part of the list above, with tabs.
Structure	GBA activity up
CC(NC(=O)C(C)(C)C)c1nc2ccccc2n1C (stereo not given)	-17.1
CN1CCN(CCCNC(=O)CCCOc2cc(=O)n(C)c3ccccc23)CC1	-17.4
CN(C)S(=O)(=O)Nc1ccc(C(=O)O)cc1	-17.2

Other results follow.
SMILES | GBA activity up
O=C(Nc1ccc(S(=O)(=O)NC2CCCC2)cc1)c1cnccn1 | -15.8
COc1ccc(C)cc1S(=O)(=O)N(C)CC(=O)NCc1ccco1 | -1.0
O=C(COc1ccccc1)Nc1ccc2c(c1)nc1n2CCOC1 | -23.9
COc1ccc(-c2nnc(SCC(=O)Nc3cc(C)on3)n2N)cc1OC | 19.2
Cc1cccc(NS(=O)(=O)c2ccc(C)c(C(=O)OCC(=O)Nc3cc(C)on3)c2)c1 | -14.5
c1csc(CNc2ncnc3sccc23)c1 | -4.2
CC(C)COP(=O)(c1ccc(N(C)C)cc1)C(O)c1ccccn1 (stereo not given) | -66.1
O=C1CSc2ccccc2N1Cc1ccccc1F | -0.3
Cc1ccc(-n2c(SCn3nnc4ccccc4c3=O)nnc2-c2cccnc2)c(C)c1 | 9.7
Cc1onc(-c2ccccc2)c1C(=O)N[C@@H]1C(=O)N2[C@@H]1SC(C)(C)[C@@H]2C(=O)O | -22.1
CN(C)S(=O)(=O)c1ccc(S(=O)(=O)N(Cc2ccccn2)Cc2ccco2)cc1 | -16.1
CCc1c(O)nc(SCC(=O)Nc2ccc3c(c2)CCC3)[nH]c1=O | 4.0
CCOc1ccc(N(CCC#N)S(=O)(=O)c2ccc(OC)cc2)cc1 | -11.3
Oc1ccccc1Cn1c(-c2ccccc2O)nc2ccccc21 | 5.0
COC(=O)c1ccccc1NC(=O)NCc1cccnc1 | -7.9
COCCNC(=O)CN(c1ccc(C)cc1)S(=O)(=O)c1ccccc1 | -12.8
Brc1ccc2[nH]ncc2c1 | -28.6
CCc1ccc(CN(C)CCc2ccccn2)cc1 | -13.1
O=c1c2ccccc2[nH]c(=S)n1C1CCCCC1 | -21.3
CCOC(=O)N1CCN(C(=O)CCc2ccc(S(=O)(=O)NCCc3ccccc3)cc2)CC1 | -25.1
CC(C(=O)Nc1ccccc1-c1ccccc1)N1CCOCC1 (stereo not given) | -1.3
COc1ccc(CCNC(=O)C2(C)CCC(=O)N2CCC(C)C)cc1OC (stereo not given) | 9.6
COc1ccc(NC(=O)CSc2nccn2-c2ccccc2)cc1 | 1.4
COc1ccc2c(CC(=O)N3CCN(S(=O)(=O)c4cccs4)CC3)coc2c1 | -19.1
O=C(NCc1ccccc1)c1cccc(OCC(=O)N2CCN(C(=O)c3ccco3)CC2)c1 | 32.2
CC(C)(C)c1n[nH]c(=S)n(N)c1=O | -0.5
NS(=O)(=O)c1ccc(NC(=O)COC(=O)CCNC(=O)NC23CC4CC(CC(C4)C2)C3)cc1 | -7.2
O=C(Cc1cccs1)N(c1ccccc1)C1C=CS(=O)(=O)C1 (stereo not given) | 14.0
O=C(C1CC1)N(Cc1ccco1)c1nc(-c2ccccc2)cs1 | -44.6
CN=C1SC(CC(=O)Nc2cccc(Cl)c2Cl)C(=O)N1C (stereo not given) | -16.9

Random excerpt: 7 compounds from above
SMILES | GBA activity up
CC(C)COc1ccc(C(=O)OC2CC(C)(C)OCC2CN(C)C)cc1 (stereo not given) | -40.1
COc1ccc(N2CC(C)Cn3c2nc2c3c(=O)n(CCN3CCOCC3)c(=O)n2C)cc1 (stereo not given) | -26.3
COc1ccc(C2=NOC(C(=O)NCCCN3CCOCC3)C2)cc1 (stereo not given) | 36.8
O=c1c2ccccc2[nH]c(=S)n1C1CCCCC1 | -21.3
CCN(CC)CCCNC(=O)c1cc(-c2ccc(Cl)cc2)on1 | -22.2
CC(C(=O)Nc1ccccc1-c1ccccc1)N1CCOCC1 (stereo not given) | -1.3
Oc1ccccc1Cn1c(-c2ccccc2O)nc2ccccc21 | 5.0

Going on with the list.
SMILES | GBA activity up
CCCCOC(=O)NCN1C(=O)C2C3C=CC(C3)C2C1=O (stereo not given) | 4.7
CCCc1cc(=O)[nH]c(SCC(N)=O)n1 | -19.5
C=CCn1c(SCC(=O)c2ccc(OC)cc2)nnc1-c1cc2cccc(OC)c2o1 | -31.8
COc1cccc(C2=CC(c3ccc(OC)c(OC)c3OC)n3nnnc3N2)c1 (stereo not given) | -10.2
Cc1cccc2cc(C#N)c(NCCNC(=O)NC3CCCCC3)nc12 | -7.4
CCN(CC)S(=O)(=O)c1cccc(C(=O)OCC(=O)N2CC(=O)Nc3ccccc32)c1 | -40.9
O=C(COc1ccccc1O)c1cccs1 | 13.0
CCCCN(C)C(=O)CCC(=O)Nc1ccc2nc(N3CCOCC3)cc(C)c2c1 | -2.0
COCCCNc1nc2c(c(=O)[nH]c(=O)n2C)n1CCCc1ccccc1 | -1.3
Cc1ccc2c(c1)N(CCC(=O)NCCN1CCOCC1)C(=O)CO2 | -10.1
Cc1ccsc1CNn1cnnc1SCc1ccccc1F | -2.2
CCCS(=O)(=O)N1CCC(C(=O)N2CCOCC2)CC1 | -11.0
O=c1cc(NCC2CCCO2)[nH]c(=O)n1-c1ccc(Cl)cc1 (stereo not given) | -7.9
O=C(CSc1nnc(-c2cccs2)o1)NCC1CN(Cc2ccccc2)CCO1 (stereo not given) | -21.6
CN(C(=O)CSc1nnnn1-c1ccccc1)C1CCCCC1 | -16.5
CCOC(=O)CC1C(=O)NCCN1C(=O)Nc1ccccc1 (stereo not given) | 10.2
COc1cc(/C=N/n2cnnc2)ccc1OC(=O)c1cccnc1 | -1.2
O=c1[nH]c2ccccc2c2nc3ccccn3c12 | -3.7
O=C1CN(C(=O)CN2CCCC2)C(c2ccccc2)c2cc(Br)ccc2N1 (stereo not given) | 5.1
C[n+]1cnn2c1SCC1(COC1)C2 | -2.6
CCCCCCN1Cc2ccccc2C1 | 12.8
CCc1cc2c(=O)c(-n3cnc4ccccc43)coc2cc1O | -12.2
Cc1ccc(CNC(=O)c2coc(=O)c3ccccc23)o1 | -7.0
COc1ccc2cc(CN(CCCN3CCOCC3)Cc3nnnn3C3CCCC3)c(=O)[nH]c2c1 | -0.2
CC(=O)c1c(C)[nH]c(C(=O)NCc2ccccn2)c1C | 2.2
O=c1n(Cc2ccccc2Cl)c2sc3c(c2c2ncnn12)CCCC3 | -4.7
CCOc1ccc(N(CC(=O)O)S(=O)(=O)c2ccc(OC)c(OC)c2)cc1 | -24.0
COc1ccc(C(=O)n2nnc3ccccc32)cc1Br | -23.1
O=C(CCN1C(=O)C2C3C=CC(C3)C2C1=O)NCCc1ccccc1Cl (stereo not given) | -16.3
COc1ccc(OC)c(C2=NOC(C(=O)NCCN3CCOCC3)C2)c1 (stereo not given) | -14.4
O=S(=O)(Cc1ccccc1)N1CCN(C/C=C/c2ccccc2)CC1 | -2.7
Nc1nc(SCC(=O)NCC2CCCO2)n[nH]1 (stereo not given) | -11.6
Cc1ccc2c(CC(=O)NC3=NCCS3)coc2c1 | -6.8
CC(=O)c1cn(CC(=O)NCc2cccnc2)c2ccccc12 | -3.3
CCc1c(C)nc2ncnn2c1N1CCC(C(=O)N2CCN(c3ccccc3)CC2)CC1 | -7.0
CCS(=O)(=O)N1CCCC(C(=O)NC2CCCC2)C1 (stereo not given) | 5.8
Nc1cc(C(=O)OCC(=O)N2CCCC2)ccc1Cl | -5.3
CCC(C)(C)n1nnnc1C(c1cc2cccc(C)c2[nH]c1=O)N1CCCC1 (stereo not given) | -18.6
